FLuc inh counter = counter-screen for luciferase assay inhibitors: firefly luciferase inhibition; P08659; inhibition, % at 10 µM; ATPLite firefly luciferase biochemical luminescence, 10 min; hit rate 1.5% among 200,000;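 active means inhibition above about 50% when tested at 10 µM, limit read from the data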
ROMK primary = modulators of human ROMK potassium channel. Tet-inducible ROMK, thallium flux fluorescence; actives lie on both sides. P48048. AID 1918. B-score at 10 µM. hit rate 2% among 130,000;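 active means signal ratio slope over the read window, or its plate-corrected B-score, at least 3 SD from the plate mean, either direction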;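 further: B-score of the F/F0 ratio slope over 7 to 12 s after thallium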
Target sequence (P48048 whole entry, looked up): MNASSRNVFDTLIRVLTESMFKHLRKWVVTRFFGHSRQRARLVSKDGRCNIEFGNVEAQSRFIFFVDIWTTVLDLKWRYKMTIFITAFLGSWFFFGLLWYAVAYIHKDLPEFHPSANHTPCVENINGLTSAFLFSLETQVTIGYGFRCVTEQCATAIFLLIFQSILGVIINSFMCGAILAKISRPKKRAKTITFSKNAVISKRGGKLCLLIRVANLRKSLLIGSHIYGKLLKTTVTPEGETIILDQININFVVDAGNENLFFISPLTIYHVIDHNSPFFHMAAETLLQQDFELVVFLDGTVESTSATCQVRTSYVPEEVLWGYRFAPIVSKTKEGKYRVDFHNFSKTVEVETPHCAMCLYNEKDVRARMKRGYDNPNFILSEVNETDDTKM
NF-kB expr up = NF-kB expression increase, human neuronal cells; NF-kB reporter expression; hits give high values; fold change at 12.5 µM; hit rate 1.6% among 190,000; AID 1239; in the data active means fold change above about 3.3
FLuc stim CS = firefly luciferase counter-screen for stimulation assays; AID 1027; P08659; ATPlite luciferase biochemical, luminescence, 10 min; 0 = ATP-free wells, 1 = DMSO control; activation factor at 10 µM; 200,000 tested, under 10 active;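 active means luciferase activation factor, scaled between plate controls, of at least 2 with compound at 10 µM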
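System: cell-free luciferase reagent; medium: PBS as buffer for the ATP substrate; doses: test compounds dosed from 2 mM stocks in 100% DMSO; incubation: 10 min, room temperature; measured by: luminescence from luciferase reaction; read-out: luciferase activation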
* = called active by the depositor; . = no result given. This is a subset; rates above refer to the full screens.

SMILES	FLuc inh counter	ROMK primary	NF-kB expr up	FLuc stim CS
COc1cc2nc(C3CCC3)n(NC(=O)C3CCCC(OC)C3)c(=O)c2cc1OC (stereo not drawn)	-7	.	1	1.1
Cc1ccc(C2C3=C(CC(C)(C)CC3=O)Nc3[nH]c(=S)[nH]c(=O)c32)cc1 (stereo not drawn)	-1	.	0.94	1
CCOC(=O)C1CCCN(CC(=O)NC2CC2)C1 (stereo not drawn)	-8	.	1.1	1.1
O=C(CC(Nc1ccccc1)C(=O)O)c1ccccc1 (stereo not drawn)	78*	.	3.3*	0.2
O=S(=O)(c1cccc2ccccc12)N1CCSC1	-5	.	1.2	1.1
CC(=O)Nc1nnc(SCC(=O)NCC2CCCO2)s1 (stereo not drawn)	0	.	1	1
O=C(Nc1nccs1)c1cc(S(=O)(=O)N2CCOCC2)ccc1Cl	-1	.	1	1
COc1ccc(CN2C(=O)NC3(CCCCCC3)C2=O)cc1F	-8	.	1.2	1.1
Cc1ccc(S(=O)(=O)N2CCCCC2)cc1C(=O)Nc1ncn[nH]1	-5	.	0.88	1.1
O=C(COC(=O)CCc1nc2ccccc2s1)Nc1ccc(S(=O)(=O)N2CCOCC2)cc1	-4	.	1.1	1
Cc1cccc(NC(=O)CN2C(=O)COc3ccc(Cl)cc32)c1	-1	.	0.89	1
COCc1cc(=O)n2c(-c3ccc(C)cc3)n[nH]c2n1	47	.	1.2	0.5
COc1cccc(-c2nn3c(-c4ccco4)nnc3s2)c1	3	-0.049	.	1
Clc1cccc(-c2nn3c(COc4ccccc4)nnc3s2)c1	-4	1.1	.	1
CCN(CC)CCCN1C(=O)C(=O)/C(=C(/O)c2ccc(Cl)cc2)C1c1ccccn1 (stereo not drawn)	-1	1.4	.	1
O=C(c1ccccc1)n1c(=S)nc2ccccn21	94*	2.1	.	0.1
COc1ccccc1-c1nn2c(-c3ccc(C(C)(C)C)cc3)nnc2s1	0	-0.73	.	1
Cc1ccccc1COc1ccc(/C(O)=C2/C(=O)C(=O)N(CCCn3ccnc3)C2c2ccco2)cc1 (stereo not drawn)	2	-0.18	.	1
COc1cc(-c2nn3c(-c4ccco4)nnc3s2)cc(OC)c1OC	-5	1.4	.	1.1
COC(=O)c1cc2c(=O)n3cccc(C)c3nc2n(Cc2cccnc2)c1=N	-5	1.7	.	1
Cc1ccc(C(=O)C2=C(O)C(=O)N(c3ncccn3)C2c2cccc(Cl)c2)o1 (stereo not drawn)	8	-0.63	.	0.9

12 of the compounds above, as comma-separated lines:
Compound,FLuc inh counter,ROMK primary,NF-kB expr up,FLuc stim CS
COc1cc2nc(C3CCC3)n(NC(=O)C3CCCC(OC)C3)c(=O)c2cc1OC (stereo not drawn),-7,.,1,1.1
Cc1ccc(C2C3=C(CC(C)(C)CC3=O)Nc3[nH]c(=S)[nH]c(=O)c32)cc1 (stereo not drawn),-1,.,0.94,1
CCOC(=O)C1CCCN(CC(=O)NC2CC2)C1 (stereo not drawn),-8,.,1.1,1.1
O=C(CC(Nc1ccccc1)C(=O)O)c1ccccc1 (stereo not drawn),78*,.,3.3*,0.2
O=S(=O)(c1cccc2ccccc12)N1CCSC1,-5,.,1.2,1.1
CC(=O)Nc1nnc(SCC(=O)NCC2CCCO2)s1 (stereo not drawn),0,.,1,1
O=C(Nc1nccs1)c1cc(S(=O)(=O)N2CCOCC2)ccc1Cl,-1,.,1,1
COc1ccc(CN2C(=O)NC3(CCCCCC3)C2=O)cc1F,-8,.,1.2,1.1
Cc1ccc(S(=O)(=O)N2CCCCC2)cc1C(=O)Nc1ncn[nH]1,-5,.,0.88,1.1
O=C(COC(=O)CCc1nc2ccccc2s1)Nc1ccc(S(=O)(=O)N2CCOCC2)cc1,-4,.,1.1,1
Cc1cccc(NC(=O)CN2C(=O)COc3ccc(Cl)cc32)c1,-1,.,0.89,1
COCc1cc(=O)n2c(-c3ccc(C)cc3)n[nH]c2n1,47,.,1.2,0.5

Source: PubChem (several laboratories)
